From PubChem
mcGAS MS inh: inhibitors of Mus musculus cyclic GMP-AMP synthase, initial high-throughput assay, cell-free, RapidFire MS | inhibition, % at 12.5 µM | recombinant mouse cGAS, cGAMP by RapidFire MS | Q8C6L5 | 130,000 tested, 0.18% active;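 active means inhibition of cGAS enzyme activity at or above 60%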;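 further: enzyme stimulated by 45 bp dsDNA with ATP and GTP substrates; cGAMP share of summed cGAMP plus half ATP and half GTP signals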
Target sequence (Q8C6L5 whole entry, looked up): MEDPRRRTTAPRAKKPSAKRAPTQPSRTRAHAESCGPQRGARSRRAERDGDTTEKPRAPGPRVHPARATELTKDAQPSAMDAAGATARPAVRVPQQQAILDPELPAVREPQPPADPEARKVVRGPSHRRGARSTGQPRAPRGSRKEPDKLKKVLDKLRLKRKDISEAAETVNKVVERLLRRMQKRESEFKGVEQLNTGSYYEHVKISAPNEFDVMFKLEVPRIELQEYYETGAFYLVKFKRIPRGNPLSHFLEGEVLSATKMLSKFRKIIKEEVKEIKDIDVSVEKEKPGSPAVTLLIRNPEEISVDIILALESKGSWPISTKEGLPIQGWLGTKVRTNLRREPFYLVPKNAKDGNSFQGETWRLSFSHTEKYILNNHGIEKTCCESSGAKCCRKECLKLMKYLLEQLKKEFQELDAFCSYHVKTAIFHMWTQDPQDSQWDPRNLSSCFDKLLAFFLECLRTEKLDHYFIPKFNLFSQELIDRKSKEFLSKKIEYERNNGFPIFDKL
* marks the source's active call; other numbers are inactive results; & = joins results of further samples.

SMILES | mcGAS MS inh
CCC(=O)Nc1ccc(Nc2nc(C)cc(Nc3ccc(OC)cc3)n2)cc1 | -11
O=C(c1ccc2c(c1)OCO2)N(Cc1ccccn1)CC1CCCO1 (stereo not given) | -4
O=C(CN1CCCC1c1nc2ccccc2s1)NC1CCCC1 (stereo not given) | -15
C=C(Br)Cn1c(Cc2cccc3ccccc23)nc2ccccc21 | 22
N#Cc1ccc(S(=O)(=O)N2CCN(c3ccccc3F)CC2)cc1 | -6
CCc1nsc(N2CCCC(CO)C2)n1 (stereo not given) | 0
CCCCc1ccc(NC(=O)CSC2=NS(=O)(=O)c3ccccc3N2)cc1 | -5
C(=N/N1CCOCC1)/c1c(-c2ccccc2)[nH]c2ccccc12 | -11
Cc1ccc(-n2nc(C)c(=O)c(-c3ccccc3)c2NC(=O)C(C)C)cc1 | -13
COc1ccc(CNC(=O)CCC2CCCN(Cc3cccc(SC)c3)C2)c(OC)c1 (stereo not given) | -3
NC(=O)c1ccccc1O | 7
O=C(CN1C(=O)C(Oc2ccccc2)C1c1ccccc1)Nc1ccccc1Nc1ccccc1 (stereo not given) | -1
CNC(=O)c1nc(CN2CCC(N3CCCC3=O)CC2)no1 | 9
Cc1ccc(C)c(Cn2c(=O)c3c(nc4n(CCN5CCOCC5)c(C)cn34)n(C)c2=O)c1 | -2
CN(C)CC1(O)CCN(C(=O)c2cccc3ccnn23)C1 (stereo not given) | -15
CC(C)(C)C(=O)NC1(C(F)(F)F)N=C(c2ccccc2)NC1=O (stereo not given) | 1
COc1nn(C)cc1C(=O)NC1=NCCS1 | -4
C=CC=CSCC(=O)N=c1c(C#N)cc2c(=O)n3cccc(C)c3nc2n1CCOC | -8
CNc1nc(-c2cccnc2)cn2ccnc12 | 7
COCC(C)(C)CNC(=O)C1CC=CCC1 (stereo not given) | -22
CCc1nnc(N/N=C\c2cc(Cl)c(OCc3ccccc3F)c(OC)c2)n1N | -16
Cc1cc(C(=O)N2C[C@H]3CC[C@H]2C3)c2cc(F)ccc2n1 | -11
Cc1ccc(-n2nc3c(c2NC(=O)C(C)C)CSC3)cc1C | -1
OCC1(CCCc2ccccc2)CCN(Cc2cc(Cl)ccc2O)CC1 | -6
CC(C)CC(NC(=O)c1ccccc1)C(=O)N1CCCC1c1nnc2c(C(F)(F)F)cccn12 (stereo not given) | -4
CC1CN(C)CCCN1C(=O)c1cc(-c2cnn(C(C)C)c2)nc2ccc(F)cc12 (stereo not given) | 7
CN(C)c1nc(N)nc(CN2c3cccc4cccc(c34)S2(=O)=O)n1 | 4
CN(CCOC(=O)c1ccn[nH]1)c1ccccc1 | 2
CC(=O)c1ccc(N2CCN(C(=O)c3csc(-c4cc5ccccc5n4C)n3)CC2)cc1 | -1
CCC(C(=O)OC)n1cnc2c(nnn2-c2ccccc2)c1=O (stereo not given) | 1

Three compounds from above, ordered by length of the SMILES, smallest number first:
SMILES | mcGAS MS inh
CNc1nc(-c2cccnc2)cn2ccnc12 | 7
Cc1ccc(-n2nc3c(c2NC(=O)C(C)C)CSC3)cc1C | -1
CCc1nnc(N/N=C\c2cc(Cl)c(OCc3ccccc3F)c(OC)c2)n1N | -16

(list continues)
SMILES | mcGAS MS inh
COc1cccc(-c2cnc(C(O)c3cc(C)cc(C)c3)[nH]2)c1 (stereo not given) | -5
Cc1nn(C)c(C)c1-c1ccnc(NCc2ccc3c(c2)OCCCO3)n1 | -7
Cc1ccc(CN(C)C(C)c2nc(C)no2)c(C)c1 (stereo not given) | -5
CCCCN(C(=O)CN1CC(C)OC(C)C1)c1c(N)n(CC(C)C)c(=O)[nH]c1=O (stereo not given) | -4
CCN(CC(C)C#N)c1nccc(C(F)(F)F)n1 (stereo not given) | -7
COc1ccc(C(C)=O)cc1CN1C(=O)C(C)ON=C1c1ccccc1 (stereo not given) | 11
CCc1ccc(NC(=Nc2nc(C)cc(C)n2)NC(=O)c2ccccc2)cc1 | -3
Cc1nc(N2CCC(C(=O)N(C)CC3COCCO3)CC2)nc2ccccc12 (stereo not given) | -11
COc1ccccc1CN1CC(C(=O)N2CCN(C(=O)c3ccco3)CC2)CCC1=O (stereo not given) | -6
N#Cc1ccc(F)c(CSc2ncc(-c3ccc(F)cc3)[nH]2)c1 | -17
Cc1nc(Cn2c(C)c(C(=O)N(C)Cc3ccc(F)cc3)sc2=O)cs1 | -7
O=C(CCC(F)(F)F)N1CCC2(CCCN(CCCc3ccccc3)C2)C1 (stereo not given) | -5
Cc1c(C)n2c3c(=O)[nH]c(=O)n(C)c3nc2n1C(C)C | -14
Cc1cnn(-c2ccc(C(C)NC(=O)c3ccn[nH]3)cc2F)c1 (stereo not given) | -4
CCc1c(C(=O)N2CCCCC2)cnn1-c1ccc(=O)[nH]n1 | -2
Cc1ccc(CS(=O)(=O)CC(=O)N(C)C(C)c2ccccc2)cc1 (stereo not given) | 4
Cc1nn(Cc2csc(-c3cnn(C)c3)n2)c(=O)c(C#N)c1C | -21
CN(C)c1ccc(Nc2nc(-c3cccs3)cs2)cc1 | 2
Cc1ccc(C2=NOC(C)(C)C(=O)N2)cc1 | -5
CCN(C(=O)Cn1nnc(-c2cccs2)n1)C1=CCCC1 | -9
CC(C)=CCCC(C)NC(=O)NC1CCCCC1 (stereo not given) | -7
Cc1ccc(OCC(=O)N=Nc2c(O)[nH]c3ccc(F)cc23)c(Br)c1 | -3
Cc1nccn1CCCCNC(=O)C1CCCN1C1CCCC1 (stereo not given) | -7
O=c1[nH]c(CS(=O)(=O)c2ccccc2)nc2ccccc12 | 11
CC(C)CC(=O)N1CCC(N2CCCC(C(=O)NCc3cccnc3)C2)CC1 (stereo not given) | -7
O=C(NCc1ccco1)c1csc(Nc2ccccc2)n1 | -6
O=C(O)/C=C/c1ccc(NC(=O)C2CCCN2S(=O)(=O)c2ccccc2F)cc1 (stereo not given) | 0
CC(C)C1CN(C(=O)Cn2cncn2)CCC(=O)N1CC1CC1 (stereo not given) | -6
CCc1[nH]c2c(CNS(=O)(=O)c3cccnc3)cc(C)cc2c1C | -8
Cc1ccc(OCc2ccc(C#N)cc2)c2c1C(C)CC2=O (stereo not given) | -4
O=C(Cn1cnnn1)NCC1(c2c(F)cccc2F)CCCC1 | -2
CCC(CN)Oc1ccccc1Cl (stereo not given) | -10
CN(CCC1CCCCO1)c1cc(N2CCOCC2)ncn1 (stereo not given) | -14
O=c1c2cnc(N3CCCCC3)nc2ccn1CCCN1CCOCC1 | 7
Cc1nc(NCc2ccco2)c2c3c(sc2n1)CCCC3 | -4
COc1ccc(CC(=O)Nc2cc(C(=O)NCCC(C)C)ccc2Cl)cc1 | -21
O=C(c1cn[nH]c1-c1ccccc1Cl)N1CCS(=O)(=O)CC1 | -10&-4
Cc1noc(C(C)NS(=O)(=O)N2CCCC2c2ccc(C)o2)n1 (stereo not given) | -9
O=C(c1cn(Cc2ccc(Cl)cc2)nn1)N1CCC[C@H]1CO | 10
COCCNC(=O)Cn1c2c(c3ccccc31)CCC2 | -3
CN1C=C(C(N)=O)C=CC1=C1C(=O)c2ccccc2C1=O | -27
CCOC(=O)Cn1ncc2c1CCN(C(=O)C1CC(=O)OC1(C)C)C2 (stereo not given) | -6
CC(=O)CSc1nc(C)nc2sc3c(c12)CCCC3 | -1
Cc1nc(CSCC(=O)NC(C)c2cccc(OC(F)F)c2)cs1 (stereo not given) | -5
CCOc1ccccc1NC(=O)CC(=O)N(C)Cc1ccnc2ccccc12 | -17
O=C(c1c(F)cccc1Cl)N1CCOC(Cc2ccccc2)C1 (stereo not given) | -4
FC(F)(F)COCCCNc1ccc(-n2cncn2)cc1 | -6
CCC(=O)Nc1cc(Cl)ccc1C(=O)N1CCN2CCN(C)CC2C1 (stereo not given) | -14
CC(NS(=O)(=O)c1ccc(Cl)s1)c1ccc(-n2cncn2)cc1 (stereo not given) | -11
CC(C)C(C)(C#N)NC(=O)Cn1c(-c2cccnc2)noc1=O (stereo not given) | -8
Cc1ccn(CCC(=O)N2CCCC(N3CCN(c4ccccc4C)CC3)C2)n1 (stereo not given) | -1
Cn1cc(-c2ccc3c(c2)N(CCN2CCOCC2)C(=O)COC3)cn1 | -12
CC1(C(=O)NS(=O)(=O)c2ccccc2OC(F)(F)F)CCN1C(=O)C1(c2ccccc2)CC1 (stereo not given) | -9
Cc1ccc(C)c(NC(=O)CN(C)C(=O)CN2CCC(C)CC2)c1 | -12
Cc1csc(=O)n1CC(=O)N(Cc1ccccc1)c1ccccn1 | -3
C[C@H](NC(=O)c1sccc1OCc1ccc(Cl)cc1)c1ccccc1 | -15
COc1ccc(C(NCc2c(C)noc2C)c2ccc(C)cc2)cc1 (stereo not given) | -2
CN(C(=O)c1n[nH]c(=O)c2ccccc12)C1CCCc2ccccc21 (stereo not given) | -17
Cc1ccsc1[C@@H]1CCN(Cc2ccnc(C(C)C)n2)C[C@H]1O | -22
CCCC1=NN(C(C)=O)C(C(=O)N(CC(C)O)CC(C)O)O1 (stereo not given) | 1

The list goes on.
SMILES | mcGAS MS inh
C#CCn1c(=O)c2c(OCC)ccnc2n(C)c1=O | -4
CC(=O)N1CCN(C(=O)c2cc(C)ccc2N2CCCC2=O)CC1 | 0
O=c1[nH]c(/C=C/c2cccs2)c([N+](=O)[O-])c(=O)[nH]1 | -10
CC(C(=O)N1CCCC(n2cccn2)C1)N1CCOCC1 (stereo not given) | -2
O=C(Nc1ccc(Cl)c(S(=O)(=O)Nc2ccccc2Cl)c1)c1ccsc1 | 9
C#CCN(Cc1nc(CC)no1)S(=O)(=O)c1ccccc1 | 0
CCOC(=O)C1=C(C)N=C2SCC(=O)N2C1c1ccc(OC)cc1 (stereo not given) | -15
Cc1cc(C)c(S(=O)(=O)NNC(=O)c2cnccn2)c(C)c1 | -9
O=C1c2cnc(-c3cccs3)nc2CCN1Cc1cc(F)ccc1Cl | -7
Cc1cc(C)n(-c2cccc(-c3ccc(S(N)(=O)=O)s3)c2)n1 | -28
COC(=O)C(NC(=O)C12CC3CC(CC(C3)C1)C2)C(C)C (stereo not given) | -1
O=C(CN1C(=O)NC2(CCc3ccccc32)C1=O)Nc1ccc2c(c1)OCCCO2 (stereo not given) | -4
COCCCn1cnnc1CNC1CCCC(C)(C)C1 (stereo not given) | -14
CS(=O)(=O)N1C[C@H]2CNC[C@@]2(C(=O)N2CCCCCC2)C1 | -3
CN(CCc1ccc(Cl)c(Cl)c1)CC(O)COc1ccc(NS(C)(=O)=O)cc1 (stereo not given) | -13

Of the compounds above, 3 contain an aryl thioether with sulfur outside any ring.
SMILES | mcGAS MS inh
COc1ccc(CNC(=O)CCC2CCCN(Cc3cccc(SC)c3)C2)c(OC)c1 (stereo not given) | -3
N#Cc1ccc(F)c(CSc2ncc(-c3ccc(F)cc3)[nH]2)c1 | -17
CC(=O)CSc1nc(C)nc2sc3c(c12)CCCC3 | -1

Back to the main list; the six compounds before the break are reprinted first.
SMILES | mcGAS MS inh
Cc1cc(C)n(-c2cccc(-c3ccc(S(N)(=O)=O)s3)c2)n1 | -28
COC(=O)C(NC(=O)C12CC3CC(CC(C3)C1)C2)C(C)C (stereo not given) | -1
O=C(CN1C(=O)NC2(CCc3ccccc32)C1=O)Nc1ccc2c(c1)OCCCO2 (stereo not given) | -4
COCCCn1cnnc1CNC1CCCC(C)(C)C1 (stereo not given) | -14
CS(=O)(=O)N1C[C@H]2CNC[C@@]2(C(=O)N2CCCCCC2)C1 | -3
CN(CCc1ccc(Cl)c(Cl)c1)CC(O)COc1ccc(NS(C)(=O)=O)cc1 (stereo not given) | -13
OCC(O)CSc1nccn1-c1ccc(C(F)(F)F)cc1 (stereo not given) | -30
CCCc1nc(CN2Cc3ccccc3-c3ccccc3C2)no1 | 2
COc1ccccc1Cn1c(C)c(C(=O)NCc2ccc3c(c2)OCCO3)sc1=O | -4
CC1CC(C)CN(C(=O)Cc2csc(NC(=O)c3ccco3)n2)C1 (stereo not given) | -10
Cc1cnc(C(=O)Nc2cc3c(cc2Br)OCCO3)cn1 | -1
O=C(O)c1ccccc1N(Cc1ccccc1)C(=O)c1ccccc1O | -4
O=C(Nc1cc2c(=O)[nH]cnc2cc1F)C1CCN(S(=O)(=O)c2ccc(Cl)cc2)CC1 | 4
O=C(C1CCCc2ccn(CCOc3ccccc3)c21)N1CCN(c2cnccn2)CC1 (stereo not given) | -4
CC(=O)Nc1ccc(CN2C(=O)C(C)ON=C2c2cnccn2)cc1 (stereo not given) | 28
Cc1ccccc1-c1noc(-c2ccc(OC(=O)c3ccccc3)cc2)n1 | -7
Cc1ccc(NC(=O)/C=c2/[nH]c(=O)/c(=C/c3ccc(C#N)cc3)s2)cc1 | 1
COCCn1c(O)c(C(C)=Nc2ccc(Nc3ccccc3)cc2)c(=O)[nH]c1=S | 5
CCOC(=O)N1CCC(C(=O)Nc2ccc(F)c(F)c2)CC1 | -6
CCCCCCC(C)NC(=O)N1CCOCC1 (stereo not given) | -4
COc1cc(C)c(S(=O)(=O)NCc2ccco2)cc1C | 12

Ordered by value in mcGAS MS inh (descending): some entries from above.
Compound	mcGAS MS inh
CC(=O)Nc1ccc(CN2C(=O)C(C)ON=C2c2cnccn2)cc1 (stereo not given)	28
COCCn1c(O)c(C(C)=Nc2ccc(Nc3ccccc3)cc2)c(=O)[nH]c1=S	5
CCCc1nc(CN2Cc3ccccc3-c3ccccc3C2)no1	2
Cc1cnc(C(=O)Nc2cc3c(cc2Br)OCCO3)cn1	-1
O=C(C1CCCc2ccn(CCOc3ccccc3)c21)N1CCN(c2cnccn2)CC1 (stereo not given)	-4
OCC(O)CSc1nccn1-c1ccc(C(F)(F)F)cc1 (stereo not given)	-30

(listing goes on)
SMILES | mcGAS MS inh
COc1ccccc1NC(=O)C1CCN(C(=O)C2CCCN(C(=O)N3CCCC3)C2)CC1 (stereo not given) | -1
CN(Cc1nc(-c2ccccn2)no1)CC1COc2ccccc2O1 (stereo not given) | -11
COc1cccc(N2C(=O)CN=C2Nc2nc(C)cc(C)n2)c1 | -1
CCOC(=O)c1c(C)oc2c1c(CN1CCC(C)CC1)c(O)c1ccccc12 | -1
COCCN(Cc1nccs1)Cc1ccccc1F | -12

Only part of the results is shown. The share of hits here may be higher or lower than overall.
